Pol iota inh: DNA polymerase iota (human) inhibition. Q9UNA4. Pol iota fluorescent replication assay, 10 min. Potency, µM (doses to about 115 µM), for the others: at the highest dose activity, negative = inhibition, actives largely listed as inhibitors. 390,000 compounds, 1% hits; also: potency is read from the fitted curve at half-maximal effect
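Fluorescent replication assay read twice, at 0 min and 10 min after adding 50 nM (final) substrate. Enzyme (10 nM) and compounds were first incubated 15 min at room temperature; enzyme-free buffer wells were negative controls.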
12-LOX inh: inhibitors of human 12S-lipoxygenase ALOX12; 580,000 compounds, 1.1% hits; AID 1671190; Potency, µM (top dose mostly 108 µM), for inactives: at the highest dose activity change, negative = inhibition, hits mostly inhibitors; purified 12hLO, xylenol orange hydroperoxide absorbance; also: potency is read from the fitted curve at half-maximal effect; % is scaled to controls: 0 for no effect and ±100 for the full control effect
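Purified human 12hLO (150 nM final) in 25 mM Hepes, 0.01% Triton X-100, pH 7.0 was preincubated 15 min at room temperature with compound. Then 40 uM arachidonic acid was added, 30 min. Hydroperoxide was read by Fe-XO absorbance ratio 573/405 nm.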
Pol beta inh: blocks human DNA polymerase beta activity; P06746; Potency, µM (titrated, usually from 114 µM), without a hit: at the top dose activity change, negative = inhibition, hits mostly inhibitors; 340,000 compounds, 1.3% hits; Pol beta primer extension/strand displacement, fluorescence kinetic; AID 485314; also: potency is read from the fitted curve at half-maximal effect; % is scaled to controls: 0 for no effect and ±100 for the full control effect
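Preincubation: enzyme (10 nM) with compound, 15 min, RT. Reaction: substrate added to 50 nM final. Reads: 0 and 10 min. Analysis: normalized, Hill fit.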
TRHR ag: agonists of human TRH receptor | TRHR cells, calcium flux fluo-8, FDSS agonist mode | activation, % at 2 µM | 360,000 compounds, 0.18% hits | AID 493084; in the data active = activation above about 30%; also: 0% is about no effect
Target sequence (P34981 whole entry, looked up): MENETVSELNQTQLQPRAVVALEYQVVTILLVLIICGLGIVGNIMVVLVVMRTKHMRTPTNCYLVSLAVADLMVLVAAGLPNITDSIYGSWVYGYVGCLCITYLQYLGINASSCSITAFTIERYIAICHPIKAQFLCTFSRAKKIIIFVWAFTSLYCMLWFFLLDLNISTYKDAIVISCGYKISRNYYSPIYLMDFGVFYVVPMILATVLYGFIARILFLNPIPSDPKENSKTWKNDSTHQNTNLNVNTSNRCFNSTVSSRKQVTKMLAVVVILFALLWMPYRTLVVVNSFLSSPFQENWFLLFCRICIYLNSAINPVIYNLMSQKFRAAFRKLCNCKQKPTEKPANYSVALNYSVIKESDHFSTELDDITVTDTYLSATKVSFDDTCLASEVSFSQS
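Read-out: compound-evoked intracellular calcium rise in TRHR cells, fluo-8 dye, kinetic FDSS fluorescence at 1 s/cycle following a 10-cycle baseline. Cells cultured overnight before dye loading (30 min–1.5 h, RT).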
Anesthetic bind: candidate novel general anesthetic via apoferritin binding; 350,000 compounds, 0.074% hits; apoferritin/1-aminoanthracene competitive binding, fluorescence; AID 485281; Potency, µM (top dose mostly 77.5 µM), for inactives: top-dose activity change, negative = displacement, usual class: inhibitors; also: potency is read from the fitted curve at half-maximal effect; % is scaled to controls: 0 for no effect and ±100 for the full control effect; nearly all actives have a fitted effect of over 20% in size
Target sequence (P02791 2-175 limits assumed): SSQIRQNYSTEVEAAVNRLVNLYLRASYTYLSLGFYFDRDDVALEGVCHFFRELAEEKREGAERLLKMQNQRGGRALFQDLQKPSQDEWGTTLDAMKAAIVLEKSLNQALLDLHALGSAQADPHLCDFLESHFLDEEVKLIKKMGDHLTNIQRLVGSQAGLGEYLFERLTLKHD
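In PBS, apoferritin at 10 uM is loaded with 1-AMA from a 50% saturated solution. After 10 min of compound exposure at ambient temperature, reduced 535 nm fluorescence indicates probe displacement.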
BLM inh: blocks DNA unwinding by human BLM helicase; recombinant BLM DNA unwinding, fluorescence dequenching; 350,000 compounds, 0.2% hits; Potency, µM (top dose mostly 56.1 µM), inactives show at the highest dose activity change, negative = inhibition, most hits filed as inhibitors; AID 2528;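 also: potency is read from the fitted curve at half-maximal effect; plate controls were vehicle for no effect and no enzyme for full effect; nearly all actives have a fitted effect of over 35% in size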
ERG-DNA inh: blocks human ERG Ets domain binding to DNA; P11308; fluorescence polarization, His-ERG Ets domain / labelled DNA; Potency, µM (series often up to 76.9 µM), inactives show at the top dose FP activity, negative = inhibition, usual class: inhibitors; 370,000 compounds, 0.028% hits; AID 624246; active = well fitted inhibition curve with a large enough effect in the polarisation, with a control signal flat; inconclusive = small, poorly fitted or top-dose-only effect, or effect the other way, or a change in a side signal; inactive = no such curve, though single readings can be large or run the other way; the % refers to the polarisation;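 also: polarization taken with two DNA probes labelled with fluorescein and Texas red; potency is read from the fitted curve at half-maximal effect; % of control where 0% means no effect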
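His-tagged ERG Ets domain (1 uM in the protein solution; 300mM KCl, 50mM Tris-HCl, 1mM EDTA, 1mM DTT, pH 7.5) received compound, then a probe mix of 5 nM fluorescein-DNA and 100nM Texas-615-DNA. Fluorescence polarization was read for both dyes.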
POLK inh: blocks human DNA polymerase kappa activity. purified Pol kappa, fluorescent DNA synthesis assay, 10 min. Potency, µM (highest dose often 107 µM), inactives show at the top dose activity, negative = inhibition, hits mostly inhibitors. 400,000 compounds, 0.53% hits; also: potency is read from the fitted curve at half-maximal effect; % is scaled to controls: 0 for no effect and ±100 for the full control effect
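Inhibition of 10 nM Pol kappa is measured by a fluorescent read-out at 0 and 10 min following addition of 50 nM substrate (final), with a 15-min room-temperature compound preincubation.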
APEX1 inh: blocks human APE1 abasic DNA cleavage | recombinant APE1, TAMRA/BHQ-2 abasic DNA cleavage fluorescence | 350,000 compounds, 0.35% hits | Potency, µM (series often up to 65.8 µM), for inactives: at the top dose activity change, negative = inhibition, usual class: inhibitors | P27695;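 also: potency is read from the fitted curve at half-maximal effect; plate controls were vehicle for no effect and reference inhibitor for full effect; nearly all actives have a fitted effect of over 55% in size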
Target sequence (P27695 whole entry, looked up): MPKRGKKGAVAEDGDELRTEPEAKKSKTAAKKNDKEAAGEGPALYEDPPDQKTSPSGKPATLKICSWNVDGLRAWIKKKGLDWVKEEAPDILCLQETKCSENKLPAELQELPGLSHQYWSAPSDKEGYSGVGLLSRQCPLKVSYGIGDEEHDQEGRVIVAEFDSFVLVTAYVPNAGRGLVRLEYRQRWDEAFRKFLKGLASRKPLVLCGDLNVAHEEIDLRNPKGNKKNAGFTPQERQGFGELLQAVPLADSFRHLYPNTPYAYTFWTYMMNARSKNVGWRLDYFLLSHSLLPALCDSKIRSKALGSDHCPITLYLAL
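APE1 at 0.75 nM final was preincubated with compound 15 min at room temperature, then 50 nM double-stranded THF abasic-site substrate (5'-TAMRA/3'-BHQ-2) was added. Fluorescence (ex 525/em 598 nm) was read kinetically; third-minus-first read gave activity.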
Starred values were filed as active, the others as inactive; u = inconclusive; x = no result given; & = joins results of further samples; [ ] = another dose, or the depositor's remark. Unless noted, calls follow the shape of the dose curve; as a rule, active = well fitted curve in the direction sought with a large enough effect; inconclusive = small, poorly fitted or top-dose-only effect, or another doubt; inactive = no such curve, though single readings can be large; an effect the other way counts as inactive or inconclusive.

Sample of the layout (seven entries):
SMILES | Pol iota inh | 12-LOX inh | Pol beta inh | TRHR ag | Anesthetic bind | BLM inh | ERG-DNA inh | POLK inh | APEX1 inh
CC1CCCCN1CC(=O)c1c(N)n(Cc2ccccc2)c(=O)n(C)c1=O (centres undefined) | 116%[activator] | 0% | -1% | 0.7 | -13% | 3% | -1% | -12% | -5%
c1csc(CNc2nc(-c3ccoc3)nc3ccccc23)c1 | x | 10µM* | x | x | x | 1% | x | -6%[60.1 µM] | -4%
O=C(NCc1ccccc1)c1ccc2c(=O)[nH]c3c(C(=O)NCC4CCCO4)sc(=S)n3c2c1 (centres undefined) | 38%[activator] | u | u | -0.2 | -10% | -8% | 10% | -15% | -6%
CSCCC(NC(=O)c1cccc(C)c1)C(=O)O (centres undefined) | 9% | -7% | 0% | 1.9 | -8% | 4% | 1% | 0% | -6%
CC(C)OCC(O)CN (centres undefined) | 6% | 0% | 19% | 0.1 | -7% | -3% | -5% | -6% | 17%
CC1(C)Cc2c(cnn2-c2ccc(F)cc2)C(NC(=O)c2ccc(=O)oc2)C1 (centres undefined) | 47%[activator] | 10% | -25% | -0.9 | -17% | 0% | -4% | -15% | 7%
Cc1oc2cc3oc(=O)c(CC(=O)NCC(=O)N[C@@H](C(=O)O)c4ccccc4)c(C)c3cc2c1C | u | -8% | 13% | -0.2 | 40%[activator] | -4% | 3% | -10% | -5%

The list itself, previewed entries included:
SMILES | Pol iota inh | 12-LOX inh | Pol beta inh | TRHR ag | Anesthetic bind | BLM inh | ERG-DNA inh | POLK inh | APEX1 inh
CC1CCCCN1CC(=O)c1c(N)n(Cc2ccccc2)c(=O)n(C)c1=O (centres undefined) | 116%[activator] | 0% | -1% | 0.7 | -13% | 3% | -1% | -12% | -5%
c1csc(CNc2nc(-c3ccoc3)nc3ccccc23)c1 | x | 10µM* | x | x | x | 1% | x | -6%[60.1 µM] | -4%
O=C(NCc1ccccc1)c1ccc2c(=O)[nH]c3c(C(=O)NCC4CCCO4)sc(=S)n3c2c1 (centres undefined) | 38%[activator] | u | u | -0.2 | -10% | -8% | 10% | -15% | -6%
CSCCC(NC(=O)c1cccc(C)c1)C(=O)O (centres undefined) | 9% | -7% | 0% | 1.9 | -8% | 4% | 1% | 0% | -6%
CC(C)OCC(O)CN (centres undefined) | 6% | 0% | 19% | 0.1 | -7% | -3% | -5% | -6% | 17%
CC1(C)Cc2c(cnn2-c2ccc(F)cc2)C(NC(=O)c2ccc(=O)oc2)C1 (centres undefined) | 47%[activator] | 10% | -25% | -0.9 | -17% | 0% | -4% | -15% | 7%
Cc1oc2cc3oc(=O)c(CC(=O)NCC(=O)N[C@@H](C(=O)O)c4ccccc4)c(C)c3cc2c1C | u | -8% | 13% | -0.2 | 40%[activator] | -4% | 3% | -10% | -5%
Oc1ccc(Nc2nc(N3CCCC3)c3ccccc3n2)cc1 | u | u | 45µM* | -0.5 | u | -2% | 8% | u | -8%
COc1ccc(-c2noc(CN(C)C3CCOCC3)n2)cc1 | 12% | -1% | -8% | -0.4 | -5% | -4% | -3% | 7% | 5%
Cc1ccc(C)c(N2CCN(c3ccc(NC(=O)c4cccs4)cc3C(=O)O)CC2)c1 | u | 8% | -2% | -0.9 | -1% | -4% | -1% | 0%[60.1 µM] | x
O=C(O)C1(P(=O)(c2ccccc2)c2ccccc2)CCCC1 | 26% | 0% | -3% | 0.1 | 0% | 2% | -6% | 1% | -1%
Cc1ccc(Cl)c(OCC(=O)Nc2ccccc2N2CCCCC2)c1 | 18% | -2% | x | 0.2 | x | x | 0% | -6% | -3%
O=C(NCC(c1ccc(F)cc1)N1CCOCC1)c1ccco1 (centres undefined) | 9% | 2% | x | -0.4 | x | x | -1% | -5% | 3%
Cc1nc2c3cc(F)ccc3n(CCN3CCCCC3)c2s1 | -29% | 0% | u | -0.4 | -6% | 59%[activator] | -1% | -10% | 0%
COc1ccccc1NC(=O)c1cc2c(CO)cnc(C)c2oc1=Nc1cc(OC)c(OC)c(OC)c1 | 57%[activator] | 11% | 20% | -0.8 | -2% | -12% | -5% | -1% | -8%
O=S(c1ccccc1O)S(=O)c1ccccc1O (centres undefined) | 13µM* | 2.2µM* | x | x | x | x | 4% | u | x
CCOc1ccccc1CNC(=O)C1CCCN(c2nnc(C)c3c(C)n(-c4ccccc4)nc23)C1 (centres undefined) | -2%&-20% | 11%&-20% | -1%&-3% | 0.1&-0.5 | 4%&-10% | 0%&4% | 21%&9% | -3%&12% | 15%
CCCOC(=O)c1c(NC(=O)CCCn2nc([N+](=O)[O-])cc2C)sc(C(=O)OC)c1C | 156%[activator] | -17% | 6% | 0.2 | -8% | -6% | 9% | -6% | -1%
Cc1ccc2nc(Nc3ccccc3)cc(C)c2c1 | 4% | u | 36% | -0.3 | -6% | -6% | -11% | -16% | -16%
COc1ccccc1N1CCN(C(=O)CN(CCc2ccccc2)S(C)(=O)=O)CC1 | 3% | -26% | 26% | -0.5 | -14% | -4% | x | -3%[60.1 µM] | -2%
CCN(CC)CC#CCC(O)(c1ccccc1)C1CCCC1 (centres undefined) | 7% | -17% | 60% | 0.8 | 2% | -8% | x | -14% | -6%
Cc1nnc2ccc(-c3ccc(NC(=O)c4ccc(Cl)nc4)cc3)nn12 | x | x | u | 0.2 | -6% | -16% | x | x | -5%
CCn1cc(CN2CCc3c([nH]c4ccccc34)C2c2cccc(O)c2)c(C)n1 (centres undefined) | 105%[activator] | -16% | -2% | 1.3 | -11% | -4% | 0% | -14% | -1%
CCCCCCn1c(-c2cccs2)n[nH]c1=S | 6% | 28µM* | 5% | -0.2 | -19% | -4% | 7% | 7% | 0%
COc1cccc(NC(=O)CN(C)C(=O)c2cc(C3CC3)nn2-c2ccccc2)c1 | 28% | 1% | x | -0.1 | x | x | -2% | 15% | -25%

Limited to BLM inh and APEX1 inh, for 2 of the compounds above:
mol	BLM inh	APEX1 inh
c1csc(CNc2nc(-c3ccoc3)nc3ccccc23)c1	1%	-4%
O=C(NCc1ccccc1)c1ccc2c(=O)[nH]c3c(C(=O)NCC4CCCO4)sc(=S)n3c2c1 (centres undefined)	-8%	-6%

(listing goes on)
SMILES | Pol iota inh | 12-LOX inh | Pol beta inh | TRHR ag | Anesthetic bind | BLM inh | ERG-DNA inh | POLK inh | APEX1 inh
COc1ccc(CC(=O)OC(C)C(=O)Nc2ccc(S(N)(=O)=O)cc2)cc1 (centres undefined) | 9% | 7% | x | 0.7 | x | x | 0% | 5% | 25%
Cc1ccc(NC(=S)Nc2ccc(C(C)C)cc2)cc1S(=O)(=O)N1CCCCCC1 | 9% | u | 3% | -0.9 | -16% | -15% | -3% | -20% | 0%
Cc1cc(C)n(-c2ccc(Cl)c(C(=O)OCC(=O)N3CCCCC3C)n2)n1 (centres undefined) | 13% | 4% | 12% | -2.0 | -20% | -4% | 0% | -8% | 3%
CCCCN1CN(Cc2ccccc2)CNC1=S | 9% | u | 84% | -0.3 | 7% | 1% | 6% | 7% | 11%
N#CCC(=O)N/N=C\c1ccccc1OC/C=C/c1ccccc1 | u | x | -1% | 1.3 | -12% | -11% | 20% | -6% | 8%
O=C(N/N=C1/SCC(=O)N1Cc1ccco1)c1ccccc1F | 43%[activator] | 1% | -2% | 0.4 | -2% | -12% | -14% | 0% | -1%
Cc1ccc(-n2ncc3c(N4CCCC(C)C4)ncnc32)c(C)c1 (centres undefined) | 15% | 5%[57.4 µM] | -1% | -0.6 | -17% | -2% | -7% | -5% | -3%
COc1cccc(N(CC(=O)NC2CCCCC2)C(=O)c2snc(C(N)=O)c2N)c1 | 77%[activator] | -7% | 14% | -0.1 | -14% | -2% | 3% | -13% | 23%[12.4 µM]
O=C(O)C1CCN(S(=O)(=O)c2ccc3c(c2)OCCCO3)CC1 | -16% | -5% | 1% | -1.2 | -8% | -2% | -9% | 14% | 2%
COc1ccc(-c2cc(C(F)(F)F)c(C#N)c(SCC(=O)Nc3nc(C)co3)n2)cc1 | -17%[58.9 µM] | -22% | 1% | 0.0 | -2% | 0% | 2% | -4% | -4%
CN(C)C(=S)NC(=O)C12CC3CC(C)(CC(C)(C3)C1)C2 | 35% | 372%[activator] | -1% | -0.1 | -10% | -7% | -3% | -2% | 2%
C/C=C/COC(=O)C1=C(C)NC(=O)NC1c1ccc2c(c1)OCO2 (centres undefined) | -7% | 10% | -3% | -0.4 | -7% | 2% | 6% | -2% | 4%
O=C(CCS(=O)(=O)c1ccc(Cl)cc1)Oc1ccc2c(c1)OCO2 | 11% | u | 16% | 0.3 | -17% | 1% | 1% | -10% | -9%
Cc1ccc(NC(=O)COc2coc(CN3CCc4ccccc4C3)cc2=O)c(C)c1 | 14% | u | x | -0.1 | x | x | 10% | -16% | 8%
COc1ccc(OC)c(NC(=O)COc2ccc(Br)cc2)c1 | -28% | 1% | 12% | 0.0 | -7% | 0% | -12% | -5% | 13%

Copied from the list.
POLK inh with `Cc1ccc(NC(=O)COc2coc(CN3CCc4ccccc4C3)cc2=O)c(C)c1` is entered as -16%
BLM inh with `O=C(CCS(=O)(=O)c1ccc(Cl)cc1)Oc1ccc2c(c1)OCO2` is entered as 1%

An excerpt. The share of hits here may be higher or lower than overall.
